Source: PubChem BioAssay
Casp6 inh = inhibitors of human caspase-6. P55212. purified caspase-6, Z-VEID-R110 cleavage fluorescence. inhibition, % at 12.5 µM. 0.53% of 350,000 active;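 active = mean inhibition across replicates at least about 35%, with every replicate also reaching that limit, limit read from the data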;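 also: 0% = median of neutral control wells and 100% = no fluorescence left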
ARNT-TACC3 inh = disrupts binding between human ARNT and TACC3; inhibition, % at 9.99 µM; 0.66% of 390,000 active; AID 623870; Q9Y6A5; AlphaScreen His-ARNT PAS-B/GST-TACC3 binding, luminescence; TACC3 fragment carries E629A point mutation;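 active = mean inhibition of replicates at least 50% and at least half of replicates each reaching 50%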;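 also: 0% = complete ARNT plus TACC3 wells and 100% = ARNT alone without TACC3; many hits fall short of the cut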
RAD52 inh = RAD52 (human) annealing inhibition; 0.46% of 360,000 active; inhibition, % at 18.7 µM; P43351; recombinant RAD52 DNA annealing, FRET fluorescence;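 active = every replicate showing at least 50% inhibition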
Target sequence (P43351 whole entry, looked up): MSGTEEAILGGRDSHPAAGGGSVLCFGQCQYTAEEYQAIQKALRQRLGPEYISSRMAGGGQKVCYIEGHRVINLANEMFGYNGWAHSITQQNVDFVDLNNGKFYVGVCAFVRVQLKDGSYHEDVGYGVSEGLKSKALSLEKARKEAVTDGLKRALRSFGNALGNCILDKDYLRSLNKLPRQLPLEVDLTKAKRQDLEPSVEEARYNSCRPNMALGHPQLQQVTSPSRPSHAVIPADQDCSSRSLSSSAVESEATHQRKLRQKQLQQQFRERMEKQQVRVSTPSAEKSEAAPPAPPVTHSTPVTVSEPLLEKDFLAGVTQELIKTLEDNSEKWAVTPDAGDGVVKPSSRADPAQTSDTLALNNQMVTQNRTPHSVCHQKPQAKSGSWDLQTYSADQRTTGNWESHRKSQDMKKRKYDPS
PglD inh = blocks C. jejuni PglD acetyltransferase activity; purified PglD enzyme, DTNB colorimetric CoA detection; inhibition, % at 12.5 µM; 0.098% of 360,000 active; AID 602405; in the data active = inhibition above about 16%, passing the limit was not always enough; also: strong numbers were not always called active
ERp5 inh = inhibitors of human ERp5. Q15084. ERp5 insulin aggregation, absorbance 650 nm, 90 min. inhibition, % at 9.99 µM. 0.05% of 350,000 active;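 active = mean replicate inhibition above about 25%, with every replicate also reaching it, limit read from the data, passing the limit was not always enough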
E-sel inducer = induces E-selectin expression in human endothelial cells | P16581 | HUVEC E-selectin immunofluorescence imaging; normalized: neutral wells 0, TNF-alpha wells 100 | activation, % at 7.58 µM | 0.37% of 260,000 active;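 active = mean E-selectin-positive cell signal at least 10% of the positive control, reached in at least 60% of replicates, without over 20% cell loss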;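 also: in these data hits start at about 27%; measured in HUVEC primary endothelial cells; signal is the percent of cells scored E-selectin positive by PE staining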
Target sequence (P16581 whole entry, looked up): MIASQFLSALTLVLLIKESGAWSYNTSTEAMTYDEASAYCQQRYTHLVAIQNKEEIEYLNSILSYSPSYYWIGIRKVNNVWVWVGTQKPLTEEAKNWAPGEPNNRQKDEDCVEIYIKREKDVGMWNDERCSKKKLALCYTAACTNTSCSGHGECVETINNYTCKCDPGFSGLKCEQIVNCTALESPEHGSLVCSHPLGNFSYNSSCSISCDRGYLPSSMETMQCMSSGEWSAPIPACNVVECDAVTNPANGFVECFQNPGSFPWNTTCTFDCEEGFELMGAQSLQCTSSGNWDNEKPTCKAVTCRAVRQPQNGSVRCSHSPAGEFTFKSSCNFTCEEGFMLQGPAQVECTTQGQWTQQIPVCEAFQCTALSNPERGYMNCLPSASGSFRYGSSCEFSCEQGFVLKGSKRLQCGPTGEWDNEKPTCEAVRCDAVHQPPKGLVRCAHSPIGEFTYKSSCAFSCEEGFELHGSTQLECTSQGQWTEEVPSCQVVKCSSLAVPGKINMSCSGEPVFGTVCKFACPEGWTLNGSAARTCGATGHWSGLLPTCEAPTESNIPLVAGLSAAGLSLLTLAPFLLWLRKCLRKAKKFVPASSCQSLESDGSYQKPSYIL
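System: HUVEC, human umbilical vein endothelial cells; quantity: 3,000 cells/well; buffer or medium: EGM-2 medium, gelatin-coated wells; dosing: single-point compound dose; detection: immunofluorescence imaging; evaluation: % PE-positive cells; benchmarks: TNF-alpha, DMSO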
esBAF inh = blocks esBAF chromatin remodeling in mouse ES cells; reporter increase, % at 12.5 µM; 2% of 350,000 active; Bmi1-luciferase knock-in reporter, 24 h; 100% = twice the neutral-well signal; in the data active = activation above about 40%;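 also: 0% = median of the plate's neutral control wells and 100% = double that signal; a rise in the Bmi1 reporter signal indicates esBAF inhibition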
RAD54 branch = RAD54 (human) branch migration inhibition | AID 602329 | RAD54 Holliday junction branch migration, FAM/BHQ fluorescence | Q92698 | 0.14% of 360,000 active | inhibition, % at 10.4 µM;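 active = mean normalized replicate activity at least 40 and at least half of replicates scoring 40 or more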;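 also: 0% = median of neutral control wells and 100% = median of positive control wells; inhibitors cause a drop in the FAM fluorescence signal; in these data hits start at about 50%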
The depositor's hits bear a star; / = no result given; & = joins results of further samples.

SMILES	Casp6 inh	ARNT-TACC3 inh	RAD52 inh	PglD inh	ERp5 inh	E-sel inducer	esBAF inh	RAD54 branch
O=C(c1ccc(Cl)cc1)c1cc([N+](=O)[O-])ccc1N1CCOCC1	6	13	4	/	0	-0.6	/	/
O=C(CC1SC(=NCCc2ccccc2)N(/N=C/c2cccs2)C1=O)Nc1ccc(Cl)cc1 (centres undefined)	-3	1	-12	-6	2	2.0	/	2
CNC(=S)c1cc(C(C)(C)C)c(O)c(C(C)(C)C)c1	-1	-6	-24	/	7	0.6	-16	/
O=C(O)Cc1ccc2ocnc2c1	/	1	/	0	/	/	0	-12
CC(C)c1ccc(NC(=O)NCc2ccc(F)cc2)cc1	2	/	-12	/	2	-0.1	/	/
CC1=C(C(=O)Nc2ccccc2)C(c2cccc([N+](=O)[O-])c2)Nc2nc3ccccc3n21 (centres undefined)	/	9	/	1	/	/	7	-1
COc1ccc(C2/C=C\CN(C(=O)c3ccc(C)cc3)[C@H](Cc3ccccc3)C(=O)N2Cc2ccc(F)cc2)cc1 (some centres undefined)	/	16	/	-2	/	/	1	-5
Cc1ccc(C)c(S(=O)(=O)Nc2ccc(O)c3ccccc23)c1	20	3	1	2	-3	0.4	-81	1
C[C@H](CO)N1C[C@H](C)[C@H](CN(C)C(=O)Nc2cccc3ccccc23)Oc2ncc(C#CC(C)(C)O)cc2C1=O	-1	-7	-4	14	-3	-0.2	-2	-1
C=CCN1C(=O)c2n[nH]c(C(C)C)c2C1c1ccccc1 (centres undefined)	-3	/	-14	/	0	1.4	/	/
O=C(CNC(=O)c1ccc(F)cc1)N/N=C/c1cccnc1	0	-1	-14	-2	-1	0.3	5	5
CN(Cc1ccccc1)C(=O)c1[nH]c(C(F)(F)F)nc1-c1ccccc1	-1	/	-4	4	-1	/	7	8
C[C@@H]1CCCCO[C@H](CN(C)Cc2ccc(C(=O)O)cc2)[C@H](C)CN([C@H](C)CO)C(=O)c2cc(NS(=O)(=O)c3ccc(Cl)cc3)ccc2O1	-3	1	12	1	2	-0.1	-6	-12
COc1cccc(C(=O)Nc2ccc(N3CCCC3)cc2)c1	/	8	/	-6	/	/	9	5
COc1cc(NC(=O)c2ccc(-c3ccc(Br)cc3)o2)ccc1NC(=O)C(C)C	/	0	/	5	/	/	-5	4
CCCNC(=O)N(C)C[C@H]1Oc2ncc(-c3ccccc3F)cc2C(=O)N([C@@H](C)CO)C[C@@H]1C	-4	-14	2	0	-1	-0.1	2	4
CC(C)Oc1ccc(C(=O)NC2(C(F)(F)F)NC(=O)N(CCCc3ccccc3)C2=O)cc1 (centres undefined)	-2	-11	-13	-1	-3	/	-13	4
Cc1ccc(S(=O)(=O)N2CCN(C(=O)Cn3cnc4c3c(=O)n(C)c(=O)n4C)CC2)cc1C	-1	5	-14	4	0	1.6	-5	-1
O=C1CCN(Cc2cccnc2)CCN1[C@H](CO)Cc1ccccc1	/	-3	-10	-5	1	0.0	-6	-3
O=C(c1ccccc1)N1CCN(S(=O)(=O)N2CCCCCC2)CC1	-2	0	-11	3	1	/	-2	-1
C/C(=N\NC(=O)CNC(=O)c1ccncc1)c1ccc(C)cc1	1	-5	-14	/	-2	/	/	/
CC(=O)OC1C(N2CCCCC2)c2c(ccc(/C=C/C(=O)N3CCCCC3)c2O)OC1(C)C (centres undefined)	-4	-1	-12	2	7	-0.1	0	9
Cc1ccc(S(=O)(=O)Nc2ccc3c(c2)C(=O)N([C@H](C)CO)C[C@H](C)[C@@H](CN(C)C(=O)NC2CCCCC2)OCCCC[C@H](C)O3)cc1	2	23	9	1	0	0.1	8	-7
C[C@H](CO)N1C[C@H](C)[C@@H](CN(C)Cc2ccc(-c3ccccc3)cc2)OCc2ccccc2-c2c(n(C)c3ccccc23)C1=O	0	/	80*	/	1	1.0	/	/
c1ccc(CN2CCOCC2)cc1	/	-1	/	-6	/	/	1	0
Cc1ccc(CNC(=O)COC(=O)c2cccnc2Cl)cc1	-8	17	-1	-2	0	1.4	-2	4
Cc1csc(=O)n1CC(=O)OCc1nnc(-c2ccc([N+](=O)[O-])cc2)o1	1	3	2	2	2	-0.7	-1	0
COc1cc2c(cc1OC)-c1cc(N3CCc4ccccc43)nc(=O)n1CC2	-8	6	-93	/	3	/	/	/
O=C1CN(C(=O)c2cccc(Br)c2)c2ccccc2N1	4	0	9	5	3	0.3	7	7
COC(=O)c1cc(OC)c(OC)cc1NC(=O)Nc1cccc(C(C)=O)c1	0	/	-11	-5	4	/	-11	-3
O[C@H]1C[C@H](c2ccc(Cl)cc2)N(Cc2cccs2)C[C@@H]1n1cc(C2CC2)nn1	2	/	-21	5	1	0.0	34	-2
C[C@@H]1CN([C@@H](C)CO)C(=O)c2cc(NC(=O)C3CCCCC3)ccc2O[C@H]1CN(C)Cc1ccc(-c2ccccc2)cc1	-3	-8	-13	5	4	0.1	8	-7
CCCCNC(=O)C(Sc1ccccc1)c1ccccc1 (centres undefined)	-1	-5	0	4	0	/	/	-7
O=C(Nc1ccc(F)cc1)N1CCCCN2[C@@H](CO)[C@@H](c3ccc(-c4ccccc4F)cc3)[C@@H]2C1	3	5	49	-1	-5	/	/	1
O=C(Nc1ccccc1F)N[C@H]1CC[C@H](CCNC(=O)C2CCCC2)O[C@@H]1CO	2	-1	5	0	-2	-0.1	0	-10
CSCC[C@H](NC(=O)Nc1ccc(C)cc1)C(=O)O	-2	1	-16	-1	3	/	-3	17
CN(C(=O)COC(=O)C1=COCCO1)c1c(N)n(Cc2ccccc2)c(=O)[nH]c1=O	0	1	-2	/	-6	-0.1	/	/
COC(=O)c1cc(OC(=O)CCc2ccc(OC)c(OC)c2)cc(C(=O)OC)c1	2	-9	-7	-8	3	/	2	1
Cc1ccc(S(=O)(=O)Nc2ccc(N3CCOCC3)nc2)cc1	3	-2	-14	/	-9	-0.6	/	/
COc1ccc(C2CC(c3cccc(C(F)(F)F)c3)=NN2c2ccc(S(N)(=O)=O)cc2)cc1 (centres undefined)	8	-56	-5	1	5	-0.1	13	6

Part of the list above, as labelled records.
O=C1CN(C(=O)c2cccc(Br)c2)c2ccccc2N1
  Casp6 inh = 4	ARNT-TACC3 inh = 0	RAD52 inh = 9	PglD inh = 5	ERp5 inh = 3	E-sel inducer = 0.3	esBAF inh = 7	RAD54 branch = 7
COC(=O)c1cc(OC)c(OC)cc1NC(=O)Nc1cccc(C(C)=O)c1
  Casp6 inh = 0	ARNT-TACC3 inh = /	RAD52 inh = -11	PglD inh = -5	ERp5 inh = 4	E-sel inducer = /	esBAF inh = -11	RAD54 branch = -3
O[C@H]1C[C@H](c2ccc(Cl)cc2)N(Cc2cccs2)C[C@@H]1n1cc(C2CC2)nn1
  Casp6 inh = 2	ARNT-TACC3 inh = /	RAD52 inh = -21	PglD inh = 5	ERp5 inh = 1	E-sel inducer = 0.0	esBAF inh = 34	RAD54 branch = -2
C[C@@H]1CN([C@@H](C)CO)C(=O)c2cc(NC(=O)C3CCCCC3)ccc2O[C@H]1CN(C)Cc1ccc(-c2ccccc2)cc1
  Casp6 inh = -3	ARNT-TACC3 inh = -8	RAD52 inh = -13	PglD inh = 5	ERp5 inh = 4	E-sel inducer = 0.1	esBAF inh = 8	RAD54 branch = -7

Additional results.
SMILES	Casp6 inh	ARNT-TACC3 inh	RAD52 inh	PglD inh	ERp5 inh	E-sel inducer	esBAF inh	RAD54 branch
CCCC#Cc1ccc2c(c1)O[C@@H](CN(C)C(=O)c1ccccc1)[C@H](C)CN([C@H](C)CO)S2(=O)=O	2	5	20	0	5	0.9	8	1
Cc1ccc(C(=O)NC2CC(=O)N(c3ccc4c(c3)OCCO4)C2)cc1[N+](=O)[O-] (centres undefined)	1	/	4	6	0	-0.1	3	-8
O=C(C[C@@H]1CC[C@@H](NC(=O)Nc2ccccc2F)[C@@H](CO)O1)NCc1ccc(-c2ccccc2)cc1	0	/	8	/	3	-0.4	/	/
NC(c1ccccc1)c1csc(Nc2cc(Oc3ccccc3)ncn2)n1 (centres undefined)	5	/	-38	-5	10	-0.4	-2	0
CC(=O)N/C(=C/c1ccc2c(c1)OCO2)C(=O)Nc1ccccc1	2	-5	-7	/	-4	/	/	/
Cc1ccc(CSCC(=O)NCc2ccco2)cc1	13	-1	-18	2	-8	1.4	/	12
CCCC#Cc1ccc([C@H]2[C@@H](CO)N3C(=O)CN(C(=O)c4ccccn4)C[C@@H]23)cc1	0	/	-1	/	-6	1.1	/	/
Cc1ccc(S(=O)(=O)N2CC(O)C2)cc1	-1	-2	-6	0	4	0.0	2	-2
CC(C)C#Cc1cnc2c(c1)C(=O)N([C@@H](C)CO)C[C@@H](C)[C@@H](CN(C)C(=O)Nc1cc(F)ccc1F)O2	0	-1	-1	2	5	0.0	9	-4
O=C(N/C(=C/c1cccnc1)C(=O)N1CCCCCC1)c1cccc(Br)c1	1	-5	-9	2	-1	0.1	/	-24
COc1ccc(NC(=O)CNS(=O)(=O)c2ccccc2)cc1Cl	2	6	-13	-3	-6	/	4	2
COc1ccccc1NC(=O)N[C@H]1CC[C@H](CCNC(=O)c2ccc3c(c2)OCO3)O[C@@H]1CO	-6	11	-1	28	2	0.0	7	1
O=C1C=C(c2cccc(Cl)c2O)C[C@@H](c2ccc3c(c2)OCO3)C1	0	-6	-41	2	2	0.1	5	-5
CC(C)N1C(=S)N(Cc2ccco2)C(=O)C1CC(=O)Nc1ccccc1 (centres undefined)	5	-4	-28	/	4	/	/	/
CCOC(=O)c1c(S(=O)(=O)NCC2CCN(CCc3cccs3)CC2)c(C)n(C)c1C	-3	0	-84	-1	-4	/	-4	2
CC(=O)Nc1ccc(S(=O)(=O)NC2CC2)cc1	1	-7	-7	-31	0	0.0	-5	-7
CCOc1ccccc1C(=O)NC(C(=O)N(C)Cc1ccc2c(c1)OCO2)C(C)C (centres undefined)	-2	1	-17	5	4	/	4	4
O=C(Nc1ccc([N+](=O)[O-])cc1)N1CCN(C(=O)C2CCCO2)CC1 (centres undefined)	0	-2	-8	0	-2	/	-4	2
Cc1ccc(C(O)(CCN2CCCCC2)c2ccccc2)cc1 (centres undefined)	3	-5	-1	6	1	1.4	-2	-2
CC(C)(C)C(=O)Nc1sc2c(c1C(=O)Nc1ccccn1)CCCC2	-3	-3	-15	6	1	0.0	2	0
CC1(C)CC2(CCO1)C(Nc1ccccc1)=NC(=S)N2CC(N)=O (centres undefined)	-3	30	-3	/	-14	0.8	/	/
O=C(OCc1cncs1)c1cccs1	-5	-1	-6	/	-3	8.2	/	/
CCO[C@H]1OC(C(=O)N2CCN(Cc3ccc4c(c3)OCO4)CC2)=C[C@@H](c2csc3ccccc23)[C@@H]1CCCO	-3&-3	0&3	23&-19	1&0	3&-1	-0.2	-2	-6&-2
O=C(CSc1nc(=O)n(CCCN2CCOCC2)c2c1CCCC2)Nc1ccc(F)cc1F	-2	1	0	-5	0	1.8	3	2
O=C(Cc1ccccn1)NCC[C@@H]1CC[C@H](NC(=O)Nc2ccc(Cl)cc2)[C@@H](CO)O1	1	-4	-29	4	6	0.2	1	-3
CCCC(=O)NC(=S)Nc1ccc(NC(=O)c2cccs2)cc1	/	2	/	-1	/	-0.8	34	-1
Cc1noc(C)c1NC(=O)Nc1ccc2c(c1)C(=O)N([C@H](C)CO)C[C@H](C)[C@@H](CN(C)Cc1ccc(Oc3ccccc3)cc1)O2	1	-1	-31	1	-2	1.3	-2	-10
COc1ccc(-c2cc(=O)oc3cc(OCC(=O)NCC(O)c4ccccc4)ccc23)cc1 (centres undefined)	2	/	-3	9	1	/	-2	14
O=C(CSc1nnc(-c2ccc(O)cc2)o1)Nc1cccc(O)c1	0	-7	-22	3	1	/	12	7
C[C@@H]1CN([C@H](C)CO)C(=O)c2cc(C#Cc3cccc(F)c3)cnc2O[C@H]1CN(C)Cc1ccccn1	-2	-7	-11	1	0	0.1	-5	-11
Cc1ccc(N2C(=O)Nc3ccc(Br)cc3C2(O)C(=O)NCCN(C)C)cc1C (centres undefined)	0	16	3	-5	4	/	0	-6
C=CCN1c2ccccc2C(=O)CS1(=O)=O	/	27	-24	-4	-1	-0.7	8	-5
